High-throughput results (PubChem)
GLA spleen mod: inhibits or activates alpha-galactosidase in human spleen homogenate | P06280 | human spleen homogenate, 4MU-alpha-Gal fluorescence, 40 min | Potency, µM (titrated, usually from 80 µM), inactives show top-dose activity change, negative = inhibition, actives largely listed as inhibitors | 240,000 compounds, 0.008% hits | AID 2107;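 note: potency is the fitted concentration of half-maximal effect; 0% = enzyme with vehicle and -100% = no enzyme basal signal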
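Human spleen homogenate (1 ug) as enzyme source, 4-methylumbelliferyl-alpha-D-galactopyranoside 1 mM final, citrate/phosphate pH 5.0 with 0.01% Tween-20. Compounds 40 min at 37C, NaOH/glycine stop; fluorescence Ex 365/Em 440, Hill-fit AC50.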
Tau FP inhib: tau fibrillization inhibition (FP) | P10636 | K18 P301L tau heparin fibrillization, Alexa594 FP, 6 h | Potency, µM (doses to about 57.7 µM), inactives show at the top dose activity, negative = inhibition, hits mostly inhibitors | 280,000 compounds, 0.39% hits | AID 1468; note: potency is the fitted concentration of half-maximal effect; % is set by controls: 0 for no effect and ±100 for the full control effect; nearly all actives have a fitted effect of over 55% in size
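Quantitative HTS format: compounds meet 15 uM recombinant K18 P301L tau and Alexa 594-tau tracer in 100 mM sodium acetate pH 7; 20 uM heparin triggers fibrillization at 37 C over 6 hr; FP gives the signal.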
Epigenetic reg: derepresses silenced GFP reporter in murine cells; murine LDR cells, GFP reporter derepression, 30 h; 280,000 compounds, 0.2% hits; Potency, µM (top dose mostly 53.9 µM), for inactives: top-dose GFP activation, most hits filed as activators; note: potency is the fitted concentration of half-maximal effect; % of control where 0% means no effect; nearly all actives have a fitted effect of over 60% in size
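In this reporter-derepression format, murine cells bearing a silenced integrated CMV-GFP locus incubate with test compound (30 h, 37 C), then are washed and imaged; fluorescent objects of 20–120 um count as induced cells.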
Tau fluor counter: counter-screen for tau fibril formation inhibitors | tau K18 P301L (four-repeat tau fragment) Alexa594 fluorescence, heparin fibrillization | Potency, µM (top dose mostly 57.7 µM), for the others: at the highest dose activity change, negative = decrease | 280,000 compounds, 0.93% hits | AID 1463; note: potency is the fitted concentration of half-maximal effect; % is set by controls: 0 for no effect and ±100 for the full control effect; nearly all actives have a fitted effect of over 55% in size
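Human K18 P301L tau (15 uM unlabeled plus 0.24 uM Alexa 594-labeled, final) in 100 mM sodium acetate pH 7 was mixed with compound and 20 uM heparin and incubated 6 hr at 37 C.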
TexasRed fluor: Texas Red fluorescence interference in TRb-SRC2 counter-screen | 280,000 compounds, 0.29% hits | TRb/SRC2 Texas Red total fluorescence interference | Potency, µM (titrated, usually from 106 µM), without a hit: at the top dose fluorescence change, negative = quenching; active = well fitted curve in either direction with a large enough effect; inconclusive = small, poorly fitted or top-dose-only effect; note: potency is the fitted concentration of half-maximal effect; % is set by controls: 0 for no effect and ±100 for the full control effect
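Human TRβ ligand-binding domain (0.6 uM) and Texas Red SRC2 peptide (20 nM) in Tris buffer with 1 uM T3 and 5% DMSO were incubated with pinned compound for 5 hr at ambient temperature. Total fluorescence was computed as S + 2P (555/632 nm).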
CBFb-RUNX1 inh: blocks binding between human CBF-beta and RUNX1; Q01196+Q13951; AlphaScreen CBFb-His/RUNX1-biotin binding, biochemical; Potency, µM (highest dose often 59.8 µM), for inactives: at the top dose activity, negative = inhibition, hits mostly inhibitors; 230,000 tested, under 10 active; AID 1477; note: % of control where 0% means no effect
Target sequence (Q01196 whole entry, looked up): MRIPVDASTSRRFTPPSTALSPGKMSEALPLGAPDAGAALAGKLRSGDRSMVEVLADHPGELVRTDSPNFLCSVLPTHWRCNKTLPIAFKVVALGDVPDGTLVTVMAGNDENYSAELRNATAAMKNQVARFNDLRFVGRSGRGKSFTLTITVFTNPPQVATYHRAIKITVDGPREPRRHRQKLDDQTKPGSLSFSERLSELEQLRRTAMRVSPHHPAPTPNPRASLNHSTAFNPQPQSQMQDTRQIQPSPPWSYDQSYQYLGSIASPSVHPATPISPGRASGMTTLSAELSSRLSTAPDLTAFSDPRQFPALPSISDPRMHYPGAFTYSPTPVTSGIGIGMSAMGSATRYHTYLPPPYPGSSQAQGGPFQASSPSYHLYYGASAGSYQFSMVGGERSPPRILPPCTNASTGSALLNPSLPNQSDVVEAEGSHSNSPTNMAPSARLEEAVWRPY
Target sequence (Q13951 whole entry, looked up): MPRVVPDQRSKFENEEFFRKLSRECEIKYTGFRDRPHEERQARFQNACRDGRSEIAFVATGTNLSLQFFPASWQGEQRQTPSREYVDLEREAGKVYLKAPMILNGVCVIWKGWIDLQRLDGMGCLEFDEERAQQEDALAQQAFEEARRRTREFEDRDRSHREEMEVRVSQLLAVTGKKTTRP
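CBF-beta (His) and RUNX1 (biotin), 30 nM each; 20 min preassociation; + compound, 15 min; + beads 50 ng each (Ni, streptavidin), 90 min; RT; AlphaScreen read.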
TRb-SRC2 inh: TRbeta-SRC2 interaction inhibition; TRbeta-SRC2 peptide binding, fluorescence polarization; receptor liganded with 1 µM T3; AID 1469; 280,000 compounds, 0.065% hits; P10828; Potency, µM (highest dose often 106 µM), without a hit: at the top dose activity change, negative = inhibition, most hits filed as inhibitors;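 note: potency is the fitted concentration of half-maximal effect; plate controls were bound peptide for no effect and peptide without receptor for full effect; nearly all actives have a fitted effect of over 50% in size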
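Read-out is fluorescence polarization (555 nm excitation, 632 nm emission) of a Texas Red SRC2 coactivator peptide; loss of signal reflects blocked binding to human TRb ligand-binding domain in the presence of 1 uM T3.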
NPSR antag: antagonists of human neuropeptide S receptor cAMP signaling. CHO-NPSR cells, cAMP TR-FRET, antagonist mode. Potency, µM (titrated, usually from 38.3 µM), without a hit: at the top dose activity change, negative = inhibition, actives largely listed as inhibitors. 220,000 compounds, 1% hits; note: potency is the fitted concentration of half-maximal effect; % is set by controls: 0 for no effect and ±100 for the full control effect; nearly all actives have a fitted effect of over 50% in size; many of its hits are not listed in these tables
Target sequence (Q6W5P4 whole entry, looked up): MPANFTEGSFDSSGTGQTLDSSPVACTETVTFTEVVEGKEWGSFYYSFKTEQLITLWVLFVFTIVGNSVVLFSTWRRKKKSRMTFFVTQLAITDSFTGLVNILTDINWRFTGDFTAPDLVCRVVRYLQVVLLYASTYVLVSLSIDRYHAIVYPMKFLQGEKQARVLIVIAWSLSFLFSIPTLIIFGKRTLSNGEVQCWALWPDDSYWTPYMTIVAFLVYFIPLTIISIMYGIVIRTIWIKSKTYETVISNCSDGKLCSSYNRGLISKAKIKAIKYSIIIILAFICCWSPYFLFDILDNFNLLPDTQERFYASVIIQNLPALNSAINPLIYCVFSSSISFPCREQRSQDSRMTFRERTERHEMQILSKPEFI
Active calls of the source: *; ? = inconclusive; / = not tested or not shown; [ ] = remark or other dose. Unless noted, calls come from the whole dose curve; as a rule, active = well fitted curve in the direction sought with a large enough effect; inconclusive = small, poorly fitted or top-dose-only effect, or another doubt; inactive = no such curve, though single readings can be large; an effect the other way counts as inactive or inconclusive.

compound	Tau FP inhib	NPSR antag	TexasRed fluor	CBFb-RUNX1 inh	Epigenetic reg	GLA spleen mod	Tau fluor counter	TRb-SRC2 inh
CCc1ccc(-c2cc(C(F)(F)F)n3nc(C(=O)Nc4c(C)nn(Cc5ccc(F)cc5)c4C)cc3n2)s1	0%	-23%[46.1 µM]	-2%	-3%	3.7%	5%	-4%	4%
COc1cccc(OC)c1C(=O)Nc1ccc2c(c1)CCCN2S(=O)(=O)c1ccc(C)cc1	2%	/	-2%	/	-2.0%	/	0%	2%
Cc1nc2sc(C(=O)OC(C)C)c(N)c2c(C)c1C	0%	-2%	4%	19%	-1.3%	11%	2%	-6%
Cc1ccc(-c2nnc(SCC(=O)Nc3ccccc3N3CCOCC3)o2)cc1	4%	-2%[46.1 µM]	-2%	2%	-1.8%	-5%	0%	7%
CC(=O)c1c(C)[nH]c(-c2ccccc2)c1C	11%	1%	1%	0%	-1.0%	-4%	-14%	-1%
O=C(CCCc1nc(-c2ccccc2)no1)Nc1cc(C(F)(F)F)cc(C(F)(F)F)c1	?	/	-4%	/	0.8%	/	?	0%
Cc1nn(-c2ccccn2)c2c1C(c1ccccc1Cl)C1=C(N2)c2ccccc2C1=O (stereo not given)	-5%	-42%	-3%	-10%	1.0%	-5%	-19%	3%
Cc1nc(C(=O)NNC(=O)c2ccc(C(F)(F)F)cc2)cs1	4%	13%	-4%	2%	1.1%	2%	3%	4%
Cc1ccc(Cn2c(SCc3ccc(C(=O)NC4CCCCC4)cc3)nc3ccncc32)cc1	9%	/	-13%	/	2.2%	/	?	5%
CCOC(=O)c1cc(-c2cc(OC)c(OC)c(OC)c2)nc2c1c(=O)[nH]c(=O)n2Cc1ccccc1	-3%	-34%	-1%	12%	?	-8%	7%	-1%
Cc1ccc(C(=O)Cn2c(N3CCOCC3)nc3c2c(=O)n(C)c(=O)n3C)cc1	-4%	-22%[7.67 µM]	0%	8%	0.3%	3%	-9%	-7%
O=c1c2cccnc2n(-c2ccccc2)n1Cc1ccc(Cl)cc1	-13%	-28%	-5%	-7%	-0.1%	10%	-11%	1%
O=C(CSc1nnc(CNC(=O)c2c(F)cccc2Cl)o1)Nc1ccccc1F	-7%	/	-1%	/	1.8%	/	-10%	6%
CCCOc1ccc(N2CC(C(=O)NCCc3ccc(OC)c(OC)c3)CC2=O)cc1 (stereo not given)	-6%	?	-5%	19%	-1.7%	11%	-4%	1%
Cn1c(=O)c2c([nH]c(OCc3ccc(Cl)cc3Cl)[n+]2Cc2ccc(F)cc2)n(C)c1=O	5%	-27%	-1%	4%	-1.1%	3%	-1%	4%
COc1ccc(-c2nn3c(=O)cc(CN4CCN(C(=O)Nc5ccc(C)c(Cl)c5)CC4)nc3s2)cc1	-6%	/	-1%	/	-2.8%	/	-6%	0%
COc1ccccc1N1CCN(C(=O)c2nc(-c3ccc(C)cc3)n3c2CCCCC3)CC1	10%	/	4%	/	0.8%	/	-22%	3%
O=c1c2cc3c(cc2nc2sc(Nc4ccc(F)c(Cl)c4)nn12)OCO3	3%	/	-2%	/	0.3%	/	?	-7%
CCOc1cc(C(=O)N2CC(=O)Nc3ccc(C)cc3C2c2ccccc2)cc(OCC)c1OCC (stereo not given)	4%	/	-1%	/	?	/	-8%	1%
O=C1NCCCC1C(=O)Nc1ccccn1 (stereo not given)	5%	2%[46.1 µM]	-1%	1%	-1.0%	4%	7%	2%
CCC(C)CC(C)CC(C)C(=O)/C=C(/O)C(C)CC(C)C/C=C/C(C)C(O)C(C)C(O)CC1CCC(C)(C)O1 (stereo not given)	/	/	-1%	11%	/	-5%	/	0%
O=C(c1ccc2c(=O)n(Cc3ccco3)c(=S)[nH]c2c1)N1CCN(c2ccccc2)CC1	-8%	-22%[46.1 µM]	-4%	-1%	1.3%	11%	-4%	-4%
O=C(Nc1cnn(Cc2ccc(Cl)cc2Cl)c1)c1cc(-c2cccs2)on1	-9%	-26%[46.1 µM]	2%	-4%	1.1%	14%	-27%	1%
Cc1nc2c([nH]c3ccccc32)c(=O)n1N	-5%	4%	-1%	1%	5.2%	0%	-5%	-9%
O=C(N/N=C/c1cccs1)C(=O)N1CCCC1	2%	1%	3%	4%	0.0%	2%	4%	4%
O=C(Cc1cccs1)Nc1nc2c(ccc3ccccc32)s1	-2%	-16%[46.1 µM]	1%	-3%	0.0%	11%	2%	3%
Cc1cc(Cl)ccc1OCC(=O)N(Cc1sccc1C)C1CCS(=O)(=O)C1 (stereo not given)	-5%	/	-27%	/	-1.0%	/	-13%	-1%
O=C(Nn1cnnc1)c1ccc([N+](=O)[O-])cc1	6%	5%	1%	0%	-4.3%	9%	-5%	9%
CCNC(=S)N/N=C/c1ccc(C#N)cc1	8%	10%	-2%	-9%	1.1%	-1%	1%	-5%
CCOC(=O)c1c(NC(=O)c2cccc(N3C(=O)CCC3=O)c2)sc(C)c1C	-6%	-7%[46.1 µM]	2%	4%	-1.2%	-3%	-13%	-12%
CN(CP(=O)(O)CCc1ccccc1)S(C)(=O)=O	1%	-4%[46.1 µM]	-1%	5%	1.3%	2%	0%	-3%
Cc1cccc(C(=O)NCCN2CCCC2)c1	-2%	0%[46.1 µM]	0%	4%	-1.0%	-4%	-8%	-3%
Cc1scc(C(=O)N2CCN(S(C)(=O)=O)CC2)c1-c1ccccc1	-5%	1%[46.1 µM]	0%	-2%	-1.0%	2%	1%	3%
COC(=O)C1=CN(Cc2cccs2)C=C(C(=O)OC)C1c1cccc(OC)c1OC	-14%	7%[46.1 µM]	2%	7%	-0.8%	3%	-3%	-3%
N#Cc1ccccc1S(=O)c1ccccc1C(=O)Nc1ccccc1 (stereo not given)	1%	-6%	-1%	2%	0.0%	6%	1%	1%
Cc1cccc2cc(CN(Cc3cccnc3)C(=O)c3ccncc3)c(=O)[nH]c12	-10%	-16%[46.1 µM]	-1%	2%	-1.1%	0%	-2%	3%
COC(=O)c1sc2nc[nH]c(=O)c2c1C	-4%	-5%[46.1 µM]	2%	5%	0.0%	-9%	-6%	-3%
O=C(CCSc1ccccc1)Nc1nnc(-c2cccs2)o1	-3%	-9%	-3%	3%	-0.1%	-5%	-12%	-2%
CSc1ccccc1NC(=O)c1ccoc1C	6%	0%[46.1 µM]	3%	8%	0.1%	2%	-10%	4%
CC(C)(C)S(=O)(=O)/C(C#N)=N/Nc1ccc(S(N)(=O)=O)cc1	6%	11%	-1%	3%	1.3%	-6%	8%	-3%
COC(=O)c1cc(NC(=S)Nc2cc(Cl)cc(Cl)c2)cc(C(=O)OC)c1	32µM*	-57%	1%	-1%	0.3%	2%	?	-1%
CCN(CC)S(=O)(=O)c1cccc(C(=O)N/N=C/c2c(C)nn(-c3ccccc3)c2Cl)c1	0%	-22%	0%	?	-3.2%	-10%	-5%	0%
O=C(Cc1c[nH]c2ccccc12)NCc1ccc(Cl)cc1Cl	9%	-6%	-1%	-14%	-1.6%	-13%	?	-5%
COc1ccc(CCCO[C@@H](Cn2ccnc2)c2ccc(OC)cc2)cc1	-1%	/	0%	?	0.0%	-2%	-11%	6%
C/C(=N\N(Cc1ccccc1)c1ccccc1)c1cccnc1	2%	-39%	1%	-14%	4.0%	6%	-18%	0%
COc1cc([N+](=O)[O-])ccc1NC(=O)Nc1ccc2c(c1)OCCO2	?	-14%	-4%	3%	-0.5%	-4%	16µM*[quencher]	10%
O=S(=O)(c1ccc(-c2ccccc2)cc1)N1CCCC1	2%	-22%	4%	14%	1.1%	4%	-4%	3%
Cc1ccc(CNC(=O)c2ccccc2N)cc1	10%	-9%[46.1 µM]	-2%	-6%	-1.1%	-3%	-15%	-2%
O=C(O)c1ccc2c(c1)N(Cc1ccccc1F)C(=O)c1ccccc1S2=O (stereo not given)	5%	-14%[46.1 µM]	2%	8%	-0.8%	4%	3%	10%
Cc1[nH][nH]c(=O)c1C(c1ccc(-c2ccc(Cl)cc2)o1)c1c(C)[nH][nH]c1=O	?	-10%[46.1 µM]	-3%	-4%	-1.0%	1%	?	-27%
CCNC(=S)N/N=C(\C)c1ccco1	4%	-23%	0%	-23%	14%	2%	2%	-5%
COc1ccc(-n2nc(C(=O)NCC(=O)NCC3CCCO3)c3ccccc3c2=O)cc1 (stereo not given)	-9%	4%[46.1 µM]	4%	10%	0.9%	?	1%	-18%
Nc1ccc(S(=O)(=O)Nc2nccc(/C=C/c3ccccc3F)n2)cc1	?	11%	-2%	4%	0.6%	7%	12%	-4%
COc1ccc(-c2nc3c(c(SCc4ccc(Br)cc4)n2)Cc2c(CO)cnc(C)c2O3)cc1	3%	/	-1%	/	11%	/	-2%	-3%
c1ccc2c(c1)OCC(CNc1ncnc3nc[nH]c13)O2 (stereo not given)	6%	9%	1%	4%	-1.0%	4%	-1%	2%
CCN(C(=O)COC(=O)c1cc(-c2ccc(C)o2)nc2ccccc12)C1CCS(=O)(=O)C1 (stereo not given)	0%	-19%	-6%	12%	-1.2%	7%	-3%	2%
CCC(=O)Nc1ccc2c(c1)nc(CCN1CCN(c3ccccc3)CC1)n2C	0%	6%[7.67 µM]	2%	5%	-1.4%	0%	-11%	-6%

A portion of the library; count on the stated rates, not on these rows.
